PKM2 act = activators of human pyruvate kinase M2; P14618; purified PKM2, Kinase-Glo ATP luminescence, activation; response scale: 0% is enzyme alone, no compound; Potency, µM (titrated, usually from 57.5 µM), for the others: top-dose activation, most hits filed as activators; hit rate 0.34% among 260,000; further: potency means the concentration at half of the fitted maximal effect; on the % scale 0 is the no-effect control and ±100 the full control effect; nearly all actives have a fitted effect of over 55% in size
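Purified hPK-M2 (>95% pure) converted ADP (0.1 mM final) to ATP with 0.5 mM PEP in 50 mM imidazole pH7.2, KCl, MgCl2, Tween 20, BSA; 1 h at room temperature. ATP detected by Kinase-Glo luminescence.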
Eya2 phos inh = blocks the phosphatase activity of human Eya2; hit rate 0.006% among 330,000; recombinant Eya2, OMFP fluorescence dephosphorylation (OMFP is methylfluorescein phosphate); Potency, µM (series often up to 76.9 µM), without a hit: at the highest dose activity, negative = inhibition, most hits filed as inhibitors; further: potency means the concentration at half of the fitted maximal effect; on the % scale 0 is the no-effect control and ±100 the full control effect
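Eya2 protein (added as 0.2 uM solution) was preincubated with compound for 10 min at ambient temperature in 50 mM HEPES pH 7.5, 50 mM NaCl, 5 uM MgCl2, 0.05% BSA, 1 mM DTT. OMFP (added at 50 uM) then reacted 10 min; fluorescence read at 485/525 nm.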
Chronic BCR inh = blocks chronic active B-cell receptor signaling. ABC-DLBCL IkBa-CBG/CBR reporter, luminescence ratio, 4 h. Potency, µM (top dose mostly 46.1 µM), for inactives: top-dose ratio change, negative = lower green/red ratio, actives largely listed as inhibitors. hit rate 0.05% among 340,000. AID 493014; active means well fitted inhibition curve with a large enough effect in the signal ratio, with a control signal flat, not every such curve was filed as active; inconclusive means small, poorly fitted or top-dose-only effect, or effect the other way, or a change in a side signal; the % refers to the signal ratio;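 further: potency means the concentration at half of the fitted maximal effect; plate controls were basal doxycycline-induced cells for no effect and cells given 10 µM MG132 for full effect; MG132 reads +100%, hits lower the ratio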
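TMD8 ABC-DLBCL cells carrying doxycycline-inducible green luciferase fused to IkappaBalpha plus unfused red luciferase were exposed to compounds (up to 46 uM) for 4 hrs at 37C. Activity came from the overlap-corrected green/red luminescence ratio.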
KCNH2 WT inh = KCNH2 (human, wildtype) channel inhibition; U2OS, BacMam KCNH2, thallium flux FluxOr; stronger effect = lower value; activity change, % at 1.84 µM; hit rate 0.37% among 340,000; AID 720551;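 active means maximum activity change below -70%; inconclusive means maximum activity change between -70% and -50%; inactive means maximum activity change above -50%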; further: on the % scale 0 is the no-effect control and ±100 the full control effect
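U2OS cells transduced with wild-type KCNH2 virus are loaded with FluxOr dye for 45 min, and thallium flux is measured in kinetic reads before and after stimulation buffer. Rate constants are normalized to DMSO controls.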
MBNL1-CUG inh = inhibitors of human MBNL1 binding to CUG repeat RNA | hit rate 0.036% among 280,000 | TR-FRET MBNL1-His/biotin-(CUG)12 binding, 665/545 ratio | Q9NR56 | Potency, µM (top dose mostly 57.5 µM), without a hit: top-dose activity change, negative = inhibition, hits mostly inhibitors | AID 2675; active means well fitted inhibition curve with a large enough effect in the signal ratio, with a control signal flat, not every such curve was filed as active; inconclusive means small, poorly fitted or top-dose-only effect, or effect the other way, or a change in a side signal; inactive means no such curve, though single readings can be large or run the other way; the % refers to the signal ratio; further: potency means the concentration at half of the fitted maximal effect; on the % scale 0 is the no-effect control and ±100 the full control effect
Target sequence (Q9NR56 whole entry, looked up): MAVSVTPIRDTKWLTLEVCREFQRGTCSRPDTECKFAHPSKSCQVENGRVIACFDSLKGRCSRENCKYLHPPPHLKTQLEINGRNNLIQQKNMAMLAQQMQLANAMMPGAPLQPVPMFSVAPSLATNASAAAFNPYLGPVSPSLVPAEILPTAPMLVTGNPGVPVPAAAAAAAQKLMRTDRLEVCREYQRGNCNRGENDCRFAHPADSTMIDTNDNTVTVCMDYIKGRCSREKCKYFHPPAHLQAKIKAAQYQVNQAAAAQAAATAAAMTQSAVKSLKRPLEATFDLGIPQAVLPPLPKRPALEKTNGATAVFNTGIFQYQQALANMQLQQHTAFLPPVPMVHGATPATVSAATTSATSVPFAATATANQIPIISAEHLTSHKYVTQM
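TR-FRET readout: Ex 340 nm, 665/545 nm emission ratio, normalized to buffer-only (basal) and MBNL1-(CUG)12 controls. Complex of MBNL1-His with Biotin-(CUG)12, compounds 92 nM–58 uM, incubated 60 min at room temperature.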
Menin MLL FP TR = menin-MLL binding inhibition, Texas Red mutant peptide. O00255. AID 1768. Menin + Texas Red MLL mutant peptide, fluorescence polarization. hit rate 0.23% among 270,000. Potency, µM (top dose mostly 61.6 µM), for the others: at the top dose FP activity change, negative = inhibition, usual class: inhibitors; active means well fitted inhibition curve with a large enough effect in the polarisation, with a control signal flat, not every such curve was filed as active; inconclusive means small, poorly fitted or top-dose-only effect, or effect the other way, or a change in a side signal; inactive means no such curve, though single readings can be large or run the other way; the % refers to the polarisation; further: potency means the concentration at half of the fitted maximal effect; % of control where 0% means no effect; many of its hits are not listed in these tables
GALK inhibitor = inhibitors of human galactokinase. Purified GALK, Kinase-Glo residual ATP luminescence. AID 1868. hit rate 0.007% among 270,000. P51570. Potency, µM (doses to about 57.5 µM), without a hit: at the top dose activity change, negative = inhibition, actives largely listed as inhibitors; further: potency means the concentration at half of the fitted maximal effect; on the % scale 0 is the no-effect control and ±100 the full control effect
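Quantitative HTS: GALK 5 nM, ATP 35 uM, galactose 100 uM, 1 h room temperature, then luciferase-based ATP detection.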
S-ASM inh = human S-ASM enzyme inhibition. P17405. placental ASM, HMU-PC fluorogenic substrate, 60 min. Potency, µM (titrated, usually from 57.5 µM), without a hit: at the highest dose activity change, negative = inhibition, hits mostly inhibitors. hit rate 0.006% among 340,000; further: potency means the concentration at half of the fitted maximal effect
Target sequence (P17405 47-631 limits assumed): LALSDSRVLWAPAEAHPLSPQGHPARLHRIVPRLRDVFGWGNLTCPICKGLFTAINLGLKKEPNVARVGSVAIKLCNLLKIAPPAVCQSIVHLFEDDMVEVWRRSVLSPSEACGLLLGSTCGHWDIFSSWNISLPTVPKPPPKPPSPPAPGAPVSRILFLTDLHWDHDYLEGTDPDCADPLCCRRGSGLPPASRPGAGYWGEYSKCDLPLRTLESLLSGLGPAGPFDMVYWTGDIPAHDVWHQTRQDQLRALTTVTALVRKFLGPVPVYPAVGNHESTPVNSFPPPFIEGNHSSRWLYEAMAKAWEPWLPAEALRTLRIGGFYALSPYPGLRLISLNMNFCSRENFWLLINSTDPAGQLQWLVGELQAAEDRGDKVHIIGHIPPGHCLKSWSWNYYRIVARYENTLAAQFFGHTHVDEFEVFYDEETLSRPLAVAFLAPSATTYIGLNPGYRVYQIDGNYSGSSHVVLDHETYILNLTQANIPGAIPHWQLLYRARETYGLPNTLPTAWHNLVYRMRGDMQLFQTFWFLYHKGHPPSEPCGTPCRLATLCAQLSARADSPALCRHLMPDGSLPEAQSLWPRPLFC
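Steps: dispense placental human ASM, pin compound, wait 10 min at room temperature, add HMU-PC0 substrate at 9 uM final, incubate 60 min at 37 °C, add stop solution raising pH to 10, read fluorescence.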
Mito fusion yeast = blocks mitochondrial division or promotes mitochondrial fusion | S. cerevisiae fusion-defective mutant growth rescue, CellTiterGlo 48 h | Potency, µM (doses to about 46.1 µM), for the others: at the highest dose growth rescue (activation), actives largely listed as activators | hit rate 0.23% among 320,000 | AID 485298;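 further: potency means the concentration at half of the fitted maximal effect; % of control where 0% means no effect; nearly all actives have a fitted effect of over 45% in size; temperature-sensitive fusion mutants such as fzo1-1 at 37 °C on non-fermentable ethanol glycerol medium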
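S. cerevisiae fusion-defective temperature-sensitive mutants (e.g. fzo1-1, mgm1-5) grown 48 h at 37C in YPEG (ethanol/glycerol non-fermentable) medium with 23 nl compound per well; growth rescue read as CellTiterGlo luminescence.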
USP2a inh = USP2a (human) protease inhibition; USP2 core, Ub-CHOP2 coupled fluorogenic reporter, 485/531; O75604; hit rate 0.01% among 330,000; Potency, µM (highest dose often 38.3 µM), for the others: top-dose activity change, negative = inhibition, hits mostly inhibitors;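 further: potency means the concentration at half of the fitted maximal effect; plate controls were DMSO wells for no effect and full inhibition by NEM control for full effect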
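Cell-free coupled assay: 10nM USP2 core preincubated 30min RT with compound in Tris-HCl pH 8.0/CaCl2/CHAPS buffer, then 25nM Ub-CHOP2 and 25nM reporter substrate; fluorescence (Ex 485/Em 531) read after 60min RT, normalized to NEM inhibition, concentration-response curves fitted.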
TSHR antag = human thyrotropin receptor antagonism. P16473. TSHR-expressing cells, TSH-stimulated cAMP HTRF, 2 h; stronger effect = lower value. activity change, negative = inhibition, % at 11.5 µM. hit rate 0.2% among 330,000. AID 504810;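 active means activity change below a set negative limit, meaning inhibition stronger than a set level, cut at about -70% in these data; inconclusive means activity change between two set negative limits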; further: on the % scale 0 is the no-effect control and ±100 the full control effect
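Antagonism was scored as loss of TSH-driven cAMP in TSHR cells, stimulated with 4nM TSH (EC80) for 2 hours at 37 deg C and detected by homogeneous HTRF competition immunoassay.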
Numbers without * were called inactive; ? = inconclusive; . = no result given; & = joins results of further samples; [ ] = remark or other dose. Unless noted, the call rests on the fitted dose curve; in most records, active means well fitted curve in the direction sought with a large enough effect; inconclusive means small, poorly fitted or top-dose-only effect, or another doubt; inactive means no such curve, though single readings can be large; an effect the other way counts as inactive or inconclusive. Only part of the results is shown; rates above refer to the full screens.

SMILES	PKM2 act	Eya2 phos inh	Chronic BCR inh	KCNH2 WT inh	MBNL1-CUG inh	Menin MLL FP TR	GALK inhibitor	S-ASM inh	Mito fusion yeast	USP2a inh	TSHR antag
CCc1ccc(C(=O)CCC(=O)Nc2cccc(S(=O)(=O)N3CCCCC3)c2)cc1	.	10.3%	0.7%	-1.2	.	.	.	-24.5%	-1.1%	-13.3%	-19.5
COc1ccc(N(C)S(=O)(=O)c2ccc3c(c2)NC(=O)CC(=O)N3)c(OC)c1	.	1.2%	0.0%	-13.2	0.0%	.	-8.6%	0.7%	-3.1%	1.3%	34.9
CCN(CC)C(=O)C1CC(=O)N(c2ccc(OC)cc2)C1c1ccc(OC)cc1 (stereo unspecified)	-4.6%	15.3%	1.9%	6.7	-18.4%	17.9%	.	1.2%	-0.4%	0.5%	54.0
O=C1c2ccccc2-n2c1nc1ccccc1c2=O	-0.9%	1.3%	24.3%	-2.2	?	11.7%&20.7%&3.3%	-1.8%	-7.2%	8.4%	8.2%	8.2
O=C(COc1cccnc1[N+](=O)[O-])N1CCc2ccccc21	.	-28.0%	-14.6%	-9.2	21.7%	-18.4%	12.0%	3.8%	-3.6%	-0.7%	-1.3
Cc1nnc(SCC(=O)NNC(=O)c2ccccc2)n1N	.	-11.1%	-1.5%	-2.9	.	.	.	6.3%	3.7%	-9.0%	-12.6
COc1cc2c(cc1OC)C(C1C(=O)CC(C)CC1=O)N(C(=O)CCl)CC2 (stereo unspecified)	-0.7%	2.4%	?	-16.3	-1.4%	-7.1%	-1.7%	2.9%	-7.3%	5.3%	0.2
CC1CCCCC1NC(=O)C1CCC(CNS(=O)(=O)c2ccccc2)CC1 (stereo unspecified)	.	1.1%	-2.6%	-17.5	-0.9%	?	7.1%	-3.1%	-0.1%	3.2%	5.7
Cc1cc(C)c2c(N)c(C(=O)Nc3ccc(F)cc3)sc2n1	.	11.2%	?	2.4	36.5%[activator]	14.8%	.	.	6.6%	0.0%	1.3
CCOC(=O)N1CCC(NC(=O)c2cccc3c2C(=O)N(CCOC)C3)CC1	-5.1%	8.6%	?	0.4	4.9%	11.8%	0.7%	1.7%	4.3%	-1.3%	-16.7
Cn1nnc2cc(C(=O)Nc3cccnc3)ccc21	-6.1%	-1.1%	0.4%	1.2	-3.9%	8.1%	0.6%	-0.1%	-1.0%	2.1%	5.9
COc1ccc(Cc2n[nH]c(=S)n2NC(=O)Nc2ccc(Cl)c(Cl)c2)cc1	-0.4%	-10.1%	?	-2.2	14.1µM*	.	4.7%	-4.7%	3.9%	2.2%	-1.3
CC(C)CC1(C)N=C(c2ccccc2)C(=S)N1 (stereo unspecified)	-0.6%	4.7%	0.3%	8.4	6.2%	0.8%	-2.1%	-0.5%	15.9%	9.4%	15.1
COc1ccc(CNC(=S)Nc2ccc(F)c(Cl)c2)cc1OC	-1.2%	-1.3%	0.5%	0.6	0.7%	?	0.7%	2.4%	6.6%	1.0%	-8.3
CC1CC1C(=O)Nc1nc(-c2cccs2)c(-c2cccs2)s1 (stereo unspecified)	-0.9%	3.2%	?	-3.8	.	?	-1.2%	0.0%	?	2.4%	?
CS(=O)(=O)Nc1cccc(C2=NN(C(=O)c3ccccc3Cl)C(c3ccccc3O)C2)c1 (stereo unspecified)	14.3%	8.0%	-15.8%	-1.4	1.1%	25.4%	0.2%	-0.6%	-0.3%	-0.1%	4.9
Cc1ccc2c(CN3CCN(S(=O)(=O)/C=C/c4ccccc4)CC3)cc(=O)oc2c1	3.4%	-3.3%	-0.1%	-32.2	.	0.2%	-0.8%	-5.7%	11.1%	-2.0%	-12.4
CCOc1ccccc1C(=O)NC(CO)C(=O)O (stereo unspecified)	0.5%	-40.9%	3.0%	-5.9	2.7%	.	-2.3%	-4.0%	-7.2%	-0.3%	12.4
O=C(NC1CCS(=O)(=O)C1)c1ccc(S(=O)(=O)NCC2CCCO2)cc1 (stereo unspecified)	-7.0%	9.7%	-9.6%	-10.1	2.5%	22.5%	1.0%	0.8%	-4.0%	1.6%	0.8
CC(=O)Nc1ccc(NC(=O)C(C)OC(=O)/C=C/c2cn(-c3ccccc3)nc2-c2cccnc2)cc1 (stereo unspecified)	-1.5%	-27.0%	0.6%	1.3	-5.7%	8.3%	-2.9%	4.6%	-2.1%	6.0%	-0.3
CCCC(=O)NC(c1cccs1)c1cc(Cl)c2cccnc2c1O (stereo unspecified)	1.9%	-1.8%	6.7%	-0.2	7.7%	?	-0.8%	-0.1%	3.0%	3.8%	9.0
O=C(CC(NS(=O)(=O)c1ccc(Cl)cc1)c1ccco1)N1CCc2ccccc21 (stereo unspecified)	5.9%	-7.6%	-13.2%	2.1	4.1%	.	-1.5%	-4.7%	?	-5.2%	-6.1
O=C(O)c1cc(N/N=C/c2ccc(N3CCOCC3)s2)ccc1Cl	8.5%	-3.0%	?	0.9	.	?	-2.7%	-0.5%	-3.2%	-3.2%	-6.9
O=C(Nc1ccc(NC(=O)c2ccco2)cc1)c1cnccn1	-17.7%	-1.5%	?	4.8	9.9%	11.7%	3.1%	-1.8%	0.7%	-1.1%	13.6
O=C(c1cn(-c2ccccc2)nc1-c1cccc([N+](=O)[O-])c1)N1CCCCC1	-2.7%	0.3%	?	3.7	-1.2%	-14.1%	1.6%	-3.2%	?	1.8%	-5.5
CCCCn1cc(C(=O)c2cc(Br)ccc2O)cc(C#N)c1=O	-0.3%	12.4%	?	5.0	10.3%	?	3.2%	-2.2%	5.3%	-2.4%	-21.2
CC(C)NC(=O)NC(=O)CN1C(=O)NC(Cc2c[nH]c3ccccc23)C1=O (stereo unspecified)	-0.7%	-10.1%	-2.8%	.	4.9%	12.3%	-2.1%	1.4%	-5.0%	1.8%	7.6
c1ccc(CN=C2Nc3ccccc3CS2)nc1	-24.8%	4.9%	?	-1.7	-6.4%	1.1%	6.7%	6.5%	-4.8%	0.3%	39.8
NS(=O)(=O)c1ccc(NC(=O)CSc2nnc(C3CC3)n2C2CC2)cc1	.	9.3%	16.3%	-1.0	.	.	.	2.1%	-2.7%	1.1%	-1.2
CCOC(=O)c1c(NC(=S)N2CCN(C)CC2)sc(C)c1-c1ccccc1	-3.0%	-0.7%	0.1%	7.6	4.6%	-10.2%	-5.9%	-22.3%	-26.5%	0.0%	-1.7
COc1cccc(-n2c(=O)n(Cc3ccccc3)c(=O)c3[nH]cnc32)c1	5.7%	3.8%	10.7%	0.9	-1.7%	.	-0.3%	-1.9%	-1.3%	1.3%	53.7
CCOC(=O)CN1C2=NCCCN2c2ccccc21	-1.3%	16.3%	5.1%	3.2	-3.9%	2.3%	-1.8%	3.2%	-4.9%	6.4%	-2.1
CCCCn1c(SCc2nnc(-c3ccccc3)o2)nc2c1c(=O)n(C)c(=O)n2C	18.1%	-6.5%	-1.9%	-7.8	0.0%	?	5.9%	-3.3%	6.9%	5.2%	-17.4
CC(=O)Nc1cccc(C(=O)Oc2cccc(C)c2)c1O	-5.2%	3.1%	-12.7%	-35.3	-5.4%	1.1%	-0.1%	3.2%	-7.6%	0.6%	6.2
CC(C)(C)c1ccc(C2CC2C(=O)N/N=C\c2cc3ccccc3nc2Cl)cc1 (stereo unspecified)	1.8%	-5.2%	4.3%	-2.1	-0.8%	12.7%	-0.2%	-0.5%	1.9%	0.8%	10.7
CC(C)c1nc2sc3c(NCc4ccco4)ncnc3c2c2c1COC(C)(C)C2	1.2%	-4.1%	-0.5%	1.0	16.2%	-0.4%	6.6%	-2.8%	3.8%	0.9%	1.9
CC(=O)c1c(C)[nH]c(C(=O)OCC(=O)Nc2ccc(Cl)c(S(=O)(=O)N(C)C)c2)c1C	-2.7%	-4.3%	?	11.0	-12.4%	.	-0.9%	-26.0%	2.9%	-0.1%	-5.2
FC(F)(F)c1cccc(NC(=S)NC2CCCC2)c1	7.8%	-0.9%	5.4%	-0.6	.	20.9%	2.0%	0.4%	?	0.4%	4.5
